From PubChem
Pol kappa inh: qHTS for Inhibitors of Polymerase Kappa | Potency, µM (doses to about 107 µM), without a hit: top-dose activity, negative = inhibition, most hits filed as inhibitors | 400,000 tested, 0.53% active | DNA polymerase kappa (Homo sapiens), Q9UBT6 | purified Pol kappa, fluorescent DNA synthesis assay, 10 min; also: potency is read from the fitted curve at half-maximal effect; % is scaled to controls: 0 for no effect and ±100 for the full control effect
Target sequence (Q9UBT6 whole entry, looked up): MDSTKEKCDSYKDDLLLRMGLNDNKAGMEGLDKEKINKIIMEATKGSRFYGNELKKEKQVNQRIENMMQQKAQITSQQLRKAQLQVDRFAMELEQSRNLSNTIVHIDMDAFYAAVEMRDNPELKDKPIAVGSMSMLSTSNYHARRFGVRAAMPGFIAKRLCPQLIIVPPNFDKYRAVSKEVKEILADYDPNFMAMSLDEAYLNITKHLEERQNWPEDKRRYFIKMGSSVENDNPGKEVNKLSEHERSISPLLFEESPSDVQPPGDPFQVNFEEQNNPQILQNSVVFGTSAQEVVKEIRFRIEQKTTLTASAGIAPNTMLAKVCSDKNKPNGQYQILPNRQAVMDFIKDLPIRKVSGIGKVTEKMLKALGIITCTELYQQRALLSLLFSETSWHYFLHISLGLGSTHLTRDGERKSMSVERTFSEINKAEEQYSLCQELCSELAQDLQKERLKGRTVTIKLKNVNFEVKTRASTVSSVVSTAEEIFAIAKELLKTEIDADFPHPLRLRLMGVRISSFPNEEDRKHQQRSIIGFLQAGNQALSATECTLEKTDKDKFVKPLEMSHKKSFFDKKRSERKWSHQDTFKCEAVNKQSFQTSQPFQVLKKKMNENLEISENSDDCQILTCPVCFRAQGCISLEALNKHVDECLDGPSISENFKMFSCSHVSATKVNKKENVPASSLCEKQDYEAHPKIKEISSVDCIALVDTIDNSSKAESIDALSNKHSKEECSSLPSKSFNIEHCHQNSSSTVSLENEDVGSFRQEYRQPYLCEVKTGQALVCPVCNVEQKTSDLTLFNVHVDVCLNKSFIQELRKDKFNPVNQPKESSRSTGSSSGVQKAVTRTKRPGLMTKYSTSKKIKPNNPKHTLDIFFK
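Pol kappa 10 nM + cpd, 15 min RT; start w/ substrate 50 nM final; fluorescence kinetic read, 0 and 10 min. Neg ctrl: buffer, no enzyme.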
APE1 inh: qHTS Assay for Inhibitors of the Human Apurinic/apyrimidinic Endonuclease 1 (APE1). AID 2517, 2012. recombinant APE1, TAMRA/BHQ-2 abasic DNA cleavage fluorescence. DNA repair nuclease/redox regulator APEX1 (Homo sapiens), P27695. 350,000 tested, 0.35% active. Potency, µM (doses to about 65.8 µM), inactives show top-dose activity change, negative = inhibition, hits mostly inhibitors;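 also: potency is read from the fitted curve at half-maximal effect; plate controls were vehicle for no effect and reference inhibitor for full effect; nearly all actives have a fitted effect of over 55% in size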
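Substrate: short duplex with […] THF abasic site, 5'-TAMRA and 3'-BHQ-2, 50 nM final. APE1 at 0.75 nM, preincubated 15 min RT with compound. Fluorescence increase from first to third read measured activity.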
POLI inh: qHTS for Inhibitors of Polymerase Iota; DNA polymerase iota (Homo sapiens), Q9UNA4; 390,000 tested, 1% active; Potency, µM (titrated, usually from 115 µM), for the others: at the top dose activity, negative = inhibition, hits mostly inhibitors; Pol iota fluorescent replication assay, 10 min; also: potency is read from the fitted curve at half-maximal effect
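Pol iota at 10 nM preincubated 15 min with compounds at room temperature; reaction started with fluorescent substrate, 50 nM final. Fluorescence read kinetically at 0 and 10 min; buffer-only wells as negative control.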
Glioma ERSR ind: qHTS for Inducers of the Endoplasmic Reticulum Stress Response (ERSR) in Human Glioma: qHTS. 420,000 tested, 0.02% active. Potency, µM, inactives show at the highest dose activation, most hits filed as activators. U87-MG GRP78 promoter luciferase reporter, 16 h. AID 602332, 2012; also: potency is read from the fitted curve at half-maximal effect; series mostly up to about 76 µM; % of control where 0% means no effect; nearly all actives have a fitted effect of over 35% in size
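Stably transfected U87-MG human glioma cells carrying a GRP78-based luminescent sensor were seeded at 1000 cells/well, pin-dosed with compounds and incubated 16 h. Luciferase reagent was then added, and end-point luminescence was read after 10 min at room temperature.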
Pol beta inh: qHTS Assay for Inhibitors of DNA Polymerase Beta; P06746; Pol beta primer extension/strand displacement, fluorescence kinetic; Potency, µM (doses to about 114 µM), inactives show at the highest dose activity change, negative = inhibition, actives largely listed as inhibitors; 340,000 tested, 1.3% active; AID 485314, 2010; also: potency is read from the fitted curve at half-maximal effect; % is scaled to controls: 0 for no effect and ±100 for the full control effect
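Pol beta (10 nM) was preincubated with compound for 15 min at room temperature. The reaction was then started with 50 nM substrate and read immediately and after a further 10 min at room temperature.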
BLM inh: qHTS Assay for Inhibitors of Bloom's syndrome helicase (BLM). AID 2528, 2010. 350,000 tested, 0.2% active. Potency, µM (doses to about 56.1 µM), without a hit: at the highest dose activity change, negative = inhibition, usual class: inhibitors. recombinant BLM DNA unwinding, fluorescence dequenching. RecQ-like DNA helicase BLM (Homo sapiens), P54132;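 also: potency is read from the fitted curve at half-maximal effect; plate controls were vehicle for no effect and no enzyme for full effect; nearly all actives have a fitted effect of over 35% in size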
Anesthetic bind: qHTS Assay for Identification of Novel General Anesthetics; apoferritin/1-aminoanthracene competitive binding, fluorescence; Potency, µM (top dose mostly 77.5 µM), for inactives: top-dose activity change, negative = displacement, most hits filed as inhibitors; 350,000 tested, 0.074% active; Ferritin light chain (Equus caballus), P02791; also: potency is read from the fitted curve at half-maximal effect; % is scaled to controls: 0 for no effect and ±100 for the full control effect; nearly all actives have a fitted effect of over 20% in size
Target sequence (P02791 2-175 limits assumed): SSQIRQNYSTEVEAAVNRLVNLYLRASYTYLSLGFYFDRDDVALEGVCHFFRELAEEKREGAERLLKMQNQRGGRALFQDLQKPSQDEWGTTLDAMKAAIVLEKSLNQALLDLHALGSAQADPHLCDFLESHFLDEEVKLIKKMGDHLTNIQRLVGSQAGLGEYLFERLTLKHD
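10 uM apoferritin + 50% sat. 1-AMA, PBS; cpd 10 min RT; Ex380/Em535 endpoint; normalized to free probe vs complex; 4-param Hill fit; propofol titration as pos. ctrl.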
POLH inh: qHTS for Inhibitors of Polymerase Eta; DNA polymerase eta (Homo sapiens), Q9Y253; recombinant Pol eta, fluorescent DNA replication assay; Potency, µM (highest dose often 114 µM), for the others: at the highest dose activity change, negative = inhibition, actives largely listed as inhibitors; 390,000 tested, 1.2% active; AID 588591, 2011; also: potency is read from the fitted curve at half-maximal effect; % is scaled to controls: 0 for no effect and ±100 for the full control effect
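Fluorescent replication assay: 50 nM final substrate added after a 15 min room-temperature compound preincubation with 10 nM enzyme. Signal taken at 0 min and again at 10 min.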
LDHA inh: qHTS assay for inhibitors of human lactate dehydrogenase. L-lactate dehydrogenase A chain (Homo sapiens), P00338. purified LDHA, NADH/diaphorase-resazurin fluorescence; stronger effect = lower value. activity change, % (values are at about 110 or 230 µM). 480,000 tested, 0.15% active; in the data active = activity change below about -30%; inconclusive = mostly about -25% to -30%;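 also: plate controls were DMSO wells for no effect and wells without enzyme for full effect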
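LDH5 2 nM; NADH 0.06 mM, pyruvate 0.2 mM; 200 mM Tris pH 7.4, EDTA, Tween-20; 5 min RT. Detection: diaphorase 0.133 mg/mL + resazurin 37 µM, fluorescence ex540/em590 at 0 and 20 min; normalized to enzyme-free and DMSO wells.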
* marks the source's active call; other numbers are inactive results; ? = inconclusive; . = not tested or not shown; & = joins results of further samples; [ ] = another dose, or the depositor's remark. Unless noted, calls follow the shape of the dose curve; as a rule, active = well fitted curve in the direction sought with a large enough effect; inconclusive = small, poorly fitted or top-dose-only effect, or another doubt; inactive = no such curve, though single readings can be large; an effect the other way counts as inactive or inconclusive. This is a subset, so the mix of outcomes need not match the whole.

SMILES	Pol kappa inh	APE1 inh	POLI inh	Glioma ERSR ind	Pol beta inh	BLM inh	Anesthetic bind	POLH inh	LDHA inh
COc1ccc(OC)c(N(CC(=O)N2CCCC2)S(C)(=O)=O)c1	5%	36%	2%	-3%	0%	-1%	-1%	-15%	3
C/C(Cc1ccccc1)=N\NC(=O)CNC(=O)COc1cccc(C)c1	-19%	-4%	22%	-2%	1%	-2%	-2%	-4%	-5
O=C(NCCc1c[nH]c2ccccc12)C1CCN(S(=O)(=O)c2ccc(F)cc2)CC1	2%	-9%	7%	-1%	5%	-3%	-2%	-18%	-2
CCCNC(=O)C(Sc1ccccc1)c1ccccc1 (stereo unspecified)	-2%	-6%	3%	-6%	29%	-2%	-11%	-20%	-4
Cc1cccc(C)c1NC(=O)CSc1nnc(-c2ccoc2C)n1CCc1ccccc1	1%	-3%	4%	-4%	-1%	1%	-12%	-11%	-1
Nc1nc(SCC(=O)N2CCN(c3ccccc3)CC2)n[nH]1	6%	2%	4%	-5%	12%	-1%	-10%	-8%	0
CCOc1ccc(Nc2ncnc3c2nc2n3CCCC2)cc1	?	.	?	-6%	2%	-1%	-6%	-15%	-5
COc1ccc(-c2cn3cccnc3n2)cc1NC(=O)C1CCCC1	-9%	-1%	-6%	1%	8%	3%	-1%	-18%	-7
CCOC(=O)C1=C(C)NC2=C(C(=O)c3ccccc32)C1c1cccnc1 (stereo unspecified)	-5%	13%	-6%	-5%	21%	-7%	-14%	-8%	-2
COc1ccccc1OCC(=O)Nc1oc(-c2ccccc2)c(-c2ccccc2)c1C#N	-6%	?	-11%	-5%	0%	-9%	-4%	2%	-2
CCCC(CCC)C(=O)NNc1cc(=O)c2c(=O)n(C)c(=O)n(C)c2[nH]1	-7%	-2%	10%	-2%	20%	-2%	-5%	-5%	6
Cc1cccc(N2N=C(C(=O)OCC(=O)c3ccccc3)CCC2=O)c1	-10%	32%	75%[activator]	1%	.	.	.	-11%	-5
Cc1nc(SCC(=O)O)c(C#N)c2c1CCCC2	?	?	25µM*	-3%	8.9µM*	-2%	3%	7.9µM*	3
O=C(COc1cccnc1[N+](=O)[O-])N1N=C(c2ccc(Cl)cc2)CC1c1ccco1 (stereo unspecified)	-16%	33%[activator]	18%	-6%	7%	0%	-7%	-8%	-6
COc1ccc(O[C@H]2C=C[C@@H](c3ccccc3)O[C@H]2COC(=O)CC/C(C)=N/O[C@@H]2O[C@H](COC(C)=O)[C@H](OC(C)=O)[C@H](OC(C)=O)[C@H]2OC(C)=O)cc1	.	-11%[12.4 µM]	.	-4%	.	-2%[12.4 µM]	4%[15.3 µM]	.	.
C#CCNc1c2c(nc3nnnn13)CCCC2	2%	-8%	17%	0%	0%	-3%	0%	-24%	-7
COc1ccc(-c2cc(C(=O)Nc3ccccc3O)c3ccccc3n2)cc1OC	-3%	-21%	-6%	3%	6%	-5%	?	7%	-7
Cc1ccc2cc(CN(Cc3ccc4c(c3)OCO4)Cc3nnnn3Cc3ccco3)c(=O)[nH]c2c1C	1%	9%	-7%	-4%	?	-28%	6%	-12%	-4
O=C(c1cccc([N+](=O)[O-])c1)n1nc(-c2ccccc2)nc1NCc1ccccc1	0%	-4%	16%	4%	7%[57.1 µM]	0%	-10%	-7%	-6
Cc1c(C(=O)N2c3ccccc3CC2C)oc2ccccc12 (stereo unspecified)	1%	-19%	10%	6%	-19%	-4%	?	-1%	0
CN(Cc1cccs1)C(=O)CSc1nnnn1C	-11%	0%	6%	-3%	2%	0%	-20%	-20%	-2
CCCOc1ccc(/C=N/NC(=O)CSCc2ccc([N+](=O)[O-])cc2)cc1OCC	-1%	0%	5%	-4%	0%	4%	-5%	-22%	-4
COc1cc2c(cc1OC)CN(S(=O)(=O)c1ccccc1F)CC2	-4%	-15%	13%	-2%	62%	-1%	-7%	-2%	-1
O=C(NCC(=O)N(Cc1ccc(F)cc1)C(C(=O)NC1CCCC1)c1ccco1)c1ccco1 (stereo unspecified)	-3%	-6%	?	-6%	15%	-6%	-12%	-5%	-6
Cc1cccc(NC(=O)c2c(NC(=O)c3cccs3)sc3c2CCC(C)C3)c1 (stereo unspecified)	-5%	.	9%	.	-9%	-6%	8%	.	1

Next part, overlapping the part above by five compounds.
SMILES	Pol kappa inh	APE1 inh	POLI inh	Glioma ERSR ind	Pol beta inh	BLM inh	Anesthetic bind	POLH inh	LDHA inh
CN(Cc1cccs1)C(=O)CSc1nnnn1C	-11%	0%	6%	-3%	2%	0%	-20%	-20%	-2
CCCOc1ccc(/C=N/NC(=O)CSCc2ccc([N+](=O)[O-])cc2)cc1OCC	-1%	0%	5%	-4%	0%	4%	-5%	-22%	-4
COc1cc2c(cc1OC)CN(S(=O)(=O)c1ccccc1F)CC2	-4%	-15%	13%	-2%	62%	-1%	-7%	-2%	-1
O=C(NCC(=O)N(Cc1ccc(F)cc1)C(C(=O)NC1CCCC1)c1ccco1)c1ccco1 (stereo unspecified)	-3%	-6%	?	-6%	15%	-6%	-12%	-5%	-6
Cc1cccc(NC(=O)c2c(NC(=O)c3cccs3)sc3c2CCC(C)C3)c1 (stereo unspecified)	-5%	.	9%	.	-9%	-6%	8%	.	1
CCOc1cnn(-c2cc(Oc3ccc(C)cc3)ncn2)c(=O)c1Cl	-3%	5%	-9%	1%	-1%	1%	-13%	-16%	-1
CCC1(c2ccccc2)C(=O)N=C(N)N(C#N)C1=O (stereo unspecified)	-2%	.	-3%	-6%	.	.	.	-5%	-3
O=C(O)c1cc(S(=O)(=O)NC2CCCc3ccccc32)ccc1O (stereo unspecified)	1%	40%	32%[activator]	-5%	-27%	-1%	0%	-17%	-13
Cc1nc(CSc2ccc(Br)cc2)cs1	1%	29%	25%	4%	26%	-3%	-1%	-22%	1
CC(C)(C)OC(=O)NC1CC2CCCC(C1)N2Cc1ccccc1 (stereo unspecified)	-7%	8%	46%[activator]	-1%	11%	-2%	-7%	-25%	-1
Cc1cc(NS(=O)(=O)c2ccc(NC(=O)Cc3ccc([N+](=O)[O-])cc3)cc2)nc(C)n1	-5%	19%	11%	-1%	.	.	.	-15%	-7
O=C(C1CCN(S(=O)(=O)c2cccs2)CC1)N1CCN(Cc2ccccc2)CC1	-2%	3%	3%	0%	-11%	0%	-6%	0%	-7
COc1ccc(NC(=O)N2CCN(S(=O)(=O)c3ccc4c(ccn4C)c3)CC2)cc1OC	2%[60.1 µM]	.	6%	-2%	-1%	0%	37%[activator]	-19%	10
CCc1ccccc1NC(=O)CN1CCN(C(=O)c2ccc(OCc3cn4ccccc4n3)cc2)CC1	-7%	9%	22%	-1%	.	.	.	-18%	-15
Cc1ccc(O)c(Nc2ncnc3ccccc23)c1	-14%	13%	?	0%	31%	-4%	-10%	-5%	-5
Cc1nn2c(-c3ccccc3)ccnc2c1Br	0%	27%	12%	0%	26%	-3%	-5%	-14%	-3
CCOC(=O)C1CCN(C(=O)COc2cc(C)c(Br)c(C)c2)CC1	-19%	-5%	2%	0%	0%	-2%	?	-4%	1
O=S(=O)(c1ccc(-c2n[nH]c(=S)o2)cc1)N1CCCCC1	-7%	2%	44%[activator]	-1%	46%	-2%	-2%	-6%	-7
CCOc1ccc(CCNC(=O)c2ccc(CS(=O)Cc3ccc(Cl)cc3)o2)cc1 (stereo unspecified)	11%&-11%	67%[activator]	40%&8%[activator]	2%&0%	1%&5%	1%&-3%	-11%&-15%	-8%&-1%	2&-13
COc1ccc(C(=O)Nc2c(N)nc(SCC(=O)NCC3CCCO3)[nH]c2=O)cc1OC (stereo unspecified)	-32%	-4%	?	-1%	?	-3%	1%	-20%	-1
COc1ccc(C(CNC(=O)c2oc3cc(C)c(C)cc3c2C)N2CCCCC2)cc1 (stereo unspecified)	-13%&6%	12%	16%&31%	-3%&-2%	-10%&31%	-2%&-6%	-7%&-7%	-4%&-14%	-4&4
O=C(Nc1ccncc1)Nc1ccc(Cl)cc1	5%	-9%	42%[activator]	-3%	36%	2%	-9%	-8%	-12
O=[N+]([O-])c1ccc2c(c1)C=C1CCCCC1(N1CCCCC1)O2 (stereo unspecified)	-7%	0%	10%	0%	36%	3%	-9%	-7%	-5
Cc1ccc(NC(=O)CCS(=O)(=O)c2ccc3nc(C)sc3c2)c(C)c1	-29%	.	-11%	-2%	11%	2%	-9%	9%	3
Cc1ccc(CCNC(=O)C2CC(=O)N(CCc3ccccc3)C2)cc1 (stereo unspecified)	-3%	30%	?	-7%&-2%	31%&-1%[activator]	-2%&0%	-6%&-8%	-2%&8%	-1&-4

By substructure: the compounds so far with a COOH group
SMILES	Pol kappa inh	APE1 inh	POLI inh	Glioma ERSR ind	Pol beta inh	BLM inh	Anesthetic bind	POLH inh	LDHA inh
Cc1nc(SCC(=O)O)c(C#N)c2c1CCCC2	?	?	25µM*	-3%	8.9µM*	-2%	3%	7.9µM*	3
O=C(O)c1cc(S(=O)(=O)NC2CCCc3ccccc32)ccc1O (stereo unspecified)	1%	40%	32%[activator]	-5%	-27%	-1%	0%	-17%	-13
